Screening data deposited in PubChem by The Scripps Research Institute Molecular Screening Center.
MITF inh = human MITF inhibition, primary screen | inhibition, % at 2.6 µM | AlphaScreen MITF homodimerization, bead proximity signal | O75030 | 650,000 compounds, 0.91% hits; in the data active = inhibition above about 50%;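 note: 0% = vehicle wells with protein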
GPR151 activ = activates the human receptor GPR151. activation, % at 11.2 µM. Q8TDV0. 650,000 compounds, 1% hits. PathHunter beta-arrestin GPR151 cells, luminescence; in the data active = activation above about 4.9%;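 note: 0% = median of compound wells and 100% = cells with positive control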
FBW7 act = human FBW7 E3 ligase activation, primary screen. AID 1259310. normalized activity (activation), % at 26.1 µM. AlphaScreen FBW7–phospho-cyclin E peptide binding, activator screen. 650,000 compounds, 0.13% hits; in the data active = normalized activity above about 1.9%;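 note: purified mutant Fbw7 with reduced substrate affinity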
Target sequence (Q969H0 whole entry, looked up): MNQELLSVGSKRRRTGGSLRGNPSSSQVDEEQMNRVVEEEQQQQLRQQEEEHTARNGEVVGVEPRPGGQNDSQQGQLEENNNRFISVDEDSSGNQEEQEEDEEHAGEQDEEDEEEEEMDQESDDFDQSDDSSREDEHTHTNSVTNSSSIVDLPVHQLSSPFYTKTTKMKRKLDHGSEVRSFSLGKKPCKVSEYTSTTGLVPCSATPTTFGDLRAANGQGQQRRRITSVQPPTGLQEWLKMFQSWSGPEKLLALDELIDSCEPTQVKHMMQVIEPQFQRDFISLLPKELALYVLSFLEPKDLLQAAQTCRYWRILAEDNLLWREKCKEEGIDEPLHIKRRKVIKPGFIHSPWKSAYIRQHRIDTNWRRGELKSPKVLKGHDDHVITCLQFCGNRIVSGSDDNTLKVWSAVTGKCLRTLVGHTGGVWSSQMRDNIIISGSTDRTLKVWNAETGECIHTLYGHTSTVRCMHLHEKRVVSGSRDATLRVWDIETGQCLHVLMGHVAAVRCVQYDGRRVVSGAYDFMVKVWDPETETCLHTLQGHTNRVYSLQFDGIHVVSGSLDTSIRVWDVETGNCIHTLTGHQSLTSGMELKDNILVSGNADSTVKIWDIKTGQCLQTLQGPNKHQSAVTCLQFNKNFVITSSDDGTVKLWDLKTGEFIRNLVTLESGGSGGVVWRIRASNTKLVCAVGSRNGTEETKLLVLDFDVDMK
TEAD-YAP inh = TEAD-YAP interaction inhibition | HEK-TIYL cells, TEAD-Gal4/YAP UAS-luciferase luminescence | inhibition, % at 9.12 µM | 640,000 compounds, 1.4% hits | AID 1259422; in the data active = inhibition above about 32%;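 note: 0% = median of test compound wells and 100% = reference inhibitor wells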
Starred values were filed as active, the others as inactive.

`COc1cc(/C=N/N2CCN(c3ccc(C)cc3)CC2)ccc1O` gave MITF inh 5, GPR151 activ 0.6, FBW7 act -0.2 and TEAD-YAP inh 8.
`CC(Cc1cnccn1)NC(=O)CCc1nnc(CCCCc2ccccc2)o1` (stereo unspecified) gave MITF inh 2, GPR151 activ 0.9, FBW7 act -0.1 and TEAD-YAP inh -7.
For CCOC(=O)c1cnc2ccc(OC)cc2c1NCCCN1CCOCC1 the results were MITF inh 21, GPR151 activ -0.9, FBW7 act 0.4 and TEAD-YAP inh 0.
`NC(=O)Cn1nnc(-c2cccc(NC(=O)C3CCC3)c2)n1` gave MITF inh -5, GPR151 activ 0.9, FBW7 act 0.3 and TEAD-YAP inh 8.
`Cc1nc(C)c(C(=O)N/N=C/c2cccc([N+](=O)[O-])c2)s1` gave MITF inh 8, GPR151 activ -1.2, FBW7 act 0.1 and TEAD-YAP inh -3.
Screening CCc1ccccc1NC(=O)Nc1cccn(Cc2cccc(OC)c2)c1=O returned MITF inh 0, GPR151 activ 1.8, FBW7 act -0.1 and TEAD-YAP inh 9.
N#Cc1ccc(CNCC2CCCO2)cc1 (stereo unspecified) was read as MITF inh 0, GPR151 activ -2.8, FBW7 act -0.2 and TEAD-YAP inh -65.
`COc1ccccc1-n1c(SCC(=O)Nc2ccc(C)cc2)nc2[nH]ncc2c1=O` gave MITF inh -12, GPR151 activ 0.1, FBW7 act 0.2 and TEAD-YAP inh 4.
`CCOc1cc(/C=c2/sc3nc4c(C)cc(C)cc4n3c2=O)ccc1O` gave MITF inh 12, GPR151 activ -1.2, FBW7 act -0.1 and TEAD-YAP inh 6.
Screening CCOC(=O)N1CCN(C(=O)C(C)(C)C)CC1 returned MITF inh 2, GPR151 activ 0.3, FBW7 act 0.0 and TEAD-YAP inh 2.
For CC(C)c1ccc(/C=N/N=C2/NC(=O)CS2)cc1 the results were MITF inh 2, GPR151 activ 1.7, FBW7 act 0.0 and TEAD-YAP inh -46.
CCOc1ccccc1OCC(=O)NCc1ccco1 was read as MITF inh 7, GPR151 activ 2.9, FBW7 act -0.2 and TEAD-YAP inh 10.
`COc1cc(N/N=C(\C)c2cccc(N)c2)nc(-c2ccccc2)n1` gave MITF inh -5, GPR151 activ 0.1, FBW7 act -0.1 and TEAD-YAP inh 8.
Screening CC1(C)CC2(CC(c3ccccc3)C3=C(CCCC3=O)O2)NC(=S)N1 (stereo unspecified) returned MITF inh 7, GPR151 activ 1.0, FBW7 act -0.3 and TEAD-YAP inh -4.
Screening CCCn1ncc(C(=O)N2CCc3c(nc(N4CCCCC4)[nH]c3=O)C2)c1C returned MITF inh -2, GPR151 activ -0.7, FBW7 act -0.1 and TEAD-YAP inh -12.
For O=C(NCCc1c[nH]c2ccccc12)c1cc2c(ccc3ccccc32)oc1=O the results were MITF inh 4, GPR151 activ -1.5, FBW7 act 0.9 and TEAD-YAP inh -5.
`CCN(C(=O)CCc1nc(-c2ccc(OC)cc2)no1)c1ccccc1F` gave MITF inh 7, GPR151 activ 0.3, FBW7 act -0.1 and TEAD-YAP inh -4.
For CCCCC(=O)NC(=S)Nc1ccc(C(=O)O)cc1 the results were MITF inh -1, GPR151 activ -0.7, FBW7 act -0.1 and TEAD-YAP inh -6.
CCC(C)NC(=O)c1ccc2ccccc2c1 (stereo unspecified) was read as MITF inh 7, GPR151 activ 0.6, FBW7 act 0.0 and TEAD-YAP inh -9.
`COc1cccc(CNS(=O)(=O)c2ccc3c(c2)n(C)c(=O)c(=O)n3C)c1` gave MITF inh -15, GPR151 activ 0.8, FBW7 act 0.1 and TEAD-YAP inh 0.
`CCn1c(SCC(=O)OC)nc2sc3c(c2c1=O)CCCC3` gave MITF inh 4, GPR151 activ -0.7, FBW7 act 0.0 and TEAD-YAP inh -1.
`CCC(C)NC(=O)c1ccc(N2C(=O)c3ccccc3C2=O)cc1` (stereo unspecified) gave MITF inh 5, GPR151 activ -0.8, FBW7 act 0.5 and TEAD-YAP inh -4.
For CCCCNC(=O)c1ccc2c(c1)ncn2-c1cc(OC)c(OC)c(OC)c1 the results were MITF inh 11, GPR151 activ 3.0, FBW7 act -0.1 and TEAD-YAP inh -35.
`c1cnn(-c2ccnc(Nc3ccc(N4CCOCC4)cc3)c2)c1` gave MITF inh -11, GPR151 activ -3.3, FBW7 act -0.3 and TEAD-YAP inh -37.
Screening COCCNC(=O)C(=O)Nc1ccc(C)cc1C returned MITF inh 21, GPR151 activ -0.7, FBW7 act 0.0 and TEAD-YAP inh -39.
`CCc1ccc(OC(=O)c2sc3ncn(C)c(=O)c3c2C)cc1` gave MITF inh 4, GPR151 activ 0.7, FBW7 act 0.0 and TEAD-YAP inh 1.
Screening COc1ccc(C)cc1NC(=O)CN(c1cc(C)ccc1C)S(C)(=O)=O returned MITF inh 12, GPR151 activ -1.6, FBW7 act 0.0 and TEAD-YAP inh 6.
Screening O=C(c1ccccc1)N(NC(=O)C(O)(c1ccccc1)c1ccccc1)C(c1ccccc1)c1ccccc1 returned MITF inh -15, GPR151 activ -1.7, FBW7 act -0.1 and TEAD-YAP inh -4.
`CCN(CC)C(=O)c1sc(NC(=O)c2ccc([N+](=O)[O-])cc2)c(C(N)=O)c1C` gave MITF inh 12, GPR151 activ -0.7, FBW7 act 0.3 and TEAD-YAP inh -5.
`CN(CCc1ccccn1)C(=O)CCC1CCCN(C(=O)Cc2cccs2)C1` (stereo unspecified) gave MITF inh -5, GPR151 activ -0.6, FBW7 act 0.0 and TEAD-YAP inh -2.
Cc1nc2ccc(S(=O)(=O)NCC(=O)NCc3cccnc3)cc2s1 was read as MITF inh 2, GPR151 activ 0.2, FBW7 act -0.1 and TEAD-YAP inh 2.
`COc1cccc2cc(C(=O)Nc3sc4c(c3-c3nc5ccccc5s3)CCN(C)C4)oc12` gave MITF inh -10, GPR151 activ 0.7, FBW7 act 0.6 and TEAD-YAP inh 5.
Screening CC1=CC2=NC(=O)/C(=C\c3ccc(OCc4ccc(C)cc4)cc3)C(=N)N2O1 returned MITF inh 9, GPR151 activ -0.7, FBW7 act 0.1 and TEAD-YAP inh -34.
For COCCCNC(=O)c1ccc(Cl)c(S(=O)(=O)Nc2ccccc2)c1 the results were MITF inh 5, GPR151 activ 0.5, FBW7 act 0.1 and TEAD-YAP inh 5.
CC(C)(C)c1ccc(S(=O)(=O)NCc2ccc(C(=O)N3CCC4(CC3)OCCO4)cc2)cc1 was read as MITF inh 0, GPR151 activ 2.5, FBW7 act -0.1 and TEAD-YAP inh 1.
Cc1cnc(SCc2ccccn2)nc1C1CCCN(C(=O)c2ccoc2)C1 (stereo unspecified) was read as MITF inh 10, GPR151 activ -0.8, FBW7 act 0.2 and TEAD-YAP inh -33.
`O=C(C(Sc1ccccc1)c1ccccc1)N1CCCCCC1` (stereo unspecified) gave MITF inh 11, GPR151 activ -1.0, FBW7 act -0.1 and TEAD-YAP inh -4.
O=C(NC1CCCCC1)c1ccc2c(=O)n(CCc3ccccc3)c(SCc3ccncc3)nc2c1 was read as MITF inh -1, GPR151 activ -0.1, FBW7 act -0.1 and TEAD-YAP inh 8.
Screening CC(C)NC(=O)Cn1c(CO)cnc1SCc1c(F)cccc1Cl returned MITF inh 12, GPR151 activ 0.9, FBW7 act 0.9 and TEAD-YAP inh 0.
O=C1NC(=Nc2ccccc2)S/C1=C/c1ccco1 was read as MITF inh 20, GPR151 activ -1.3, FBW7 act -0.1 and TEAD-YAP inh -30.
For O=C(c1n[nH]c(=O)c2ccccc12)N1CCN(c2ccccn2)CC1 the results were MITF inh 14, GPR151 activ 0.1, FBW7 act 0.0 and TEAD-YAP inh 6.
Screening COc1cccc(-c2cnc(NCc3cccc(C)c3)n2C)c1 returned MITF inh 47, GPR151 activ -0.7, FBW7 act -0.2 and TEAD-YAP inh -12.
For CCC(=O)Nc1cc2nn(-c3ccc(OC)cc3)nc2cc1C the results were MITF inh -5, GPR151 activ -1.2, FBW7 act 0.2 and TEAD-YAP inh -34.
CCN(C(C)=O)c1nc(-c2ccc(Cl)cc2)cs1 was read as MITF inh -1, GPR151 activ -0.7, FBW7 act 0.2 and TEAD-YAP inh -4.
For COc1ccc(OC)c(/C=N/NC(=O)/C(=C/c2ccccc2)NC(=O)c2ccccc2)c1 the results were MITF inh 16, GPR151 activ 1.7, FBW7 act 0.1 and TEAD-YAP inh 9.
For COc1ccc2oc(=Nc3ccc(C)cc3)c(C(=O)NC(C)=O)cc2c1 the results were MITF inh -13, GPR151 activ -0.4, FBW7 act 0.1 and TEAD-YAP inh -3.
Screening O=C(NCCc1ccccc1)C1CCN(C(=O)c2n[nH]c3ccccc23)CC1 returned MITF inh -6, GPR151 activ -1.0, FBW7 act 0.0 and TEAD-YAP inh -19.
Screening CN(c1ccccc1)S(=O)(=O)c1ccc2c3c(cccc13)C(=O)N2 returned MITF inh -1, GPR151 activ 3.1, FBW7 act 0.4 and TEAD-YAP inh -11.
`Cc1ccc(C(=O)COC(=O)c2cc(=O)[nH]c3ccccc23)cc1` gave MITF inh -6, GPR151 activ -1.1, FBW7 act 0.0 and TEAD-YAP inh -6.
For CCOC(=O)C1=C(C)NC2=C(C(=O)CC(C)(C)C2)C1c1ccccc1OCC (stereo unspecified) the results were MITF inh -2, GPR151 activ -0.2, FBW7 act 0.0 and TEAD-YAP inh -1.
Screening CCOC(=O)c1oc2ccccc2c1CN1C(=O)C(=O)N(C2CCCC2)C1=O returned MITF inh 3, GPR151 activ -1.1, FBW7 act -0.2 and TEAD-YAP inh -2.
`COc1ccc2c(c1)O/C(=C\c1ccc(OS(C)(=O)=O)c(OC)c1)C2=O` gave MITF inh -2, GPR151 activ 0.1, FBW7 act 0.0 and TEAD-YAP inh 1.
For COc1ccc(Cl)cc1NC(=O)c1ccc2c(=O)n3c(nc2c1)CCCCC3 the results were MITF inh -5, GPR151 activ 0.3, FBW7 act 0.2 and TEAD-YAP inh -1.
Screening O=C(CN1CCCC(c2nc3ccccc3[nH]2)C1)Nc1ccc(Br)cc1 (stereo unspecified) returned MITF inh 15, GPR151 activ -0.2, FBW7 act 0.1 and TEAD-YAP inh -3.
Screening COC(=O)C(C)N1CCc2nnc(C(C)C)n2CC1 (stereo unspecified) returned MITF inh -3, GPR151 activ 0.3, FBW7 act 0.0 and TEAD-YAP inh -24.
`Cc1ccc(C)c(NS(=O)(=O)c2ccc3c4c(cccc24)C(=O)N3)c1` gave MITF inh 8, GPR151 activ -0.3, FBW7 act 0.1 and TEAD-YAP inh 25.
For C/C=C(\C)C(=O)OC1Cc2c(ccc3ccc(=O)oc23)OC1(C)C (stereo unspecified) the results were MITF inh 7, GPR151 activ -0.2, FBW7 act 0.6 and TEAD-YAP inh 21.
Cc1cc(C)n2c(SCC3COc4ccccc4O3)nnc2n1 (stereo unspecified) was read as MITF inh 11, GPR151 activ -0.1, FBW7 act 0.0 and TEAD-YAP inh -13.
`COc1ccc(Cn2ccn(CC(=O)Nc3ccc(OC)c(OC)c3)c(=O)c2=O)cc1` gave MITF inh -2, GPR151 activ -1.2, FBW7 act 0.0 and TEAD-YAP inh 2.
`CCCc1ccc(-c2ccc(C(=O)Nc3ccc(C)cc3C)cc2)nc1` gave MITF inh 0, GPR151 activ 0.2, FBW7 act -0.1 and TEAD-YAP inh -1.
For CN(C(=O)CN(C)S(=O)(=O)c1ccc(Cl)c([N+](=O)[O-])c1)C1CCS(=O)(=O)C1 (stereo unspecified) the results were MITF inh -7, GPR151 activ -0.7, FBW7 act -0.1 and TEAD-YAP inh 3.
For NC(=O)c1ccc(NCCN2CCOCC2)c([N+](=O)[O-])c1 the results were MITF inh 0, GPR151 activ -1.1, FBW7 act 0.7 and TEAD-YAP inh 0.
Screening CC(C)CCNCc1cccs1 returned MITF inh -1, GPR151 activ -1.3, FBW7 act -0.1 and TEAD-YAP inh 1.
For CC(C)(C)c1ccc(-c2nnc(NC(=O)c3cccs3)s2)cc1 the results were MITF inh -5, GPR151 activ 0.5, FBW7 act -0.2 and TEAD-YAP inh -3.

Compounds from the list above containing a halogen, in the order listed:
`CCN(C(=O)CCc1nc(-c2ccc(OC)cc2)no1)c1ccccc1F` gave MITF inh 7, GPR151 activ 0.3, FBW7 act -0.1 and TEAD-YAP inh -4.
For COCCCNC(=O)c1ccc(Cl)c(S(=O)(=O)Nc2ccccc2)c1 the results were MITF inh 5, GPR151 activ 0.5, FBW7 act 0.1 and TEAD-YAP inh 5.
Screening CC(C)NC(=O)Cn1c(CO)cnc1SCc1c(F)cccc1Cl returned MITF inh 12, GPR151 activ 0.9, FBW7 act 0.9 and TEAD-YAP inh 0.
CCN(C(C)=O)c1nc(-c2ccc(Cl)cc2)cs1 was read as MITF inh -1, GPR151 activ -0.7, FBW7 act 0.2 and TEAD-YAP inh -4.
For COc1ccc(Cl)cc1NC(=O)c1ccc2c(=O)n3c(nc2c1)CCCCC3 the results were MITF inh -5, GPR151 activ 0.3, FBW7 act 0.2 and TEAD-YAP inh -1.
Screening O=C(CN1CCCC(c2nc3ccccc3[nH]2)C1)Nc1ccc(Br)cc1 (stereo unspecified) returned MITF inh 15, GPR151 activ -0.2, FBW7 act 0.1 and TEAD-YAP inh -3.
For CN(C(=O)CN(C)S(=O)(=O)c1ccc(Cl)c([N+](=O)[O-])c1)C1CCS(=O)(=O)C1 (stereo unspecified) the results were MITF inh -7, GPR151 activ -0.7, FBW7 act -0.1 and TEAD-YAP inh 3.
